HCV NS3 hel inh = inhibitors of HCV NS3 helicase, primary screen, biochemical, Cy5 molecular beacon fluorescence; Hepatitis C virus NS3 helicase; inhibition, % at 10.9 µM; NS3 helicase DNA unwinding; 0.56% of 290,000 active; AID 1800, 2009;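 active means inhibition above the mean of all tested compounds plus 3 SD, set per campaign, cut at about 35% in these data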;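 further: 0% = DMSO wells and 100% = thioflavine S control wells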
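Test system: hepatitis C virus NS3 helicase domain fragment enzyme. Also added: annealed dual-labelled DNA beacon duplex, ATP-started. Timing: 60 min unwinding reaction at 25 °C after ATP addition. Technique: Cy5 fluorescence. Measure: % inhibition of unwinding.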
CRFR2-BP ag = agonists of CRF-BP/CRF-R2 complex, primary screen, cell-based, HEK293, calcium dye fluorescence, uHTS; 0.46% of 350,000 active; CRF-binding protein / CRF receptor 2 complex (human); activation, % at 13.2 µM; AID 588473, 2011; calcium dye fluorescence (FLIPR); percent of saturating CRF peptide response;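 active means activation of at least 50%, plus an integration ratio under a set limit after plate pattern correction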;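 further: plate controls were neutral control wells without compound for no effect and CRF at EC100 for full effect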
CRFBP-R2 block = antagonists of CRF-BP/CRF-R2 complex, primary screen, cell-based, HEK293, calcium dye fluorescence, uHTS. CRF-induced calcium fluorescence. 0.59% of 350,000 active. inhibition, % at 11.8 µM;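 active means inhibition of the ligand-induced calcium signal above about 50% at the single tested concentration, limit read from the data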
UBC9 SUMO inh = inhibitors of in vitro SUMOylation cascade, primary screen, biochemical, HTRF, uHTS | 0.36% of 290,000 active | HTRF SUMOylation assay, SAE1/SAE2 + UBC9 | inhibition, % at 35 µM; in the data active means inhibition above about 50%, passing the limit was not always enough; further: strong numbers were not always called active
Target sequence (P63279 whole entry, looked up): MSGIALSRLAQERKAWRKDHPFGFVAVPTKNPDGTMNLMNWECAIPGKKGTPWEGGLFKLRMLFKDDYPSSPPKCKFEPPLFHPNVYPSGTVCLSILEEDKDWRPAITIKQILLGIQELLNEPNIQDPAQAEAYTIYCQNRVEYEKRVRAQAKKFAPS
MEKK2 mut-MEK5 = MEK5 binding signal on mutant MEKK2 PB1, primary screen, biochemical, multiplex bead flow cytometry, Alexa488-MEK5; Alexa488-MEK5 binding to MEKK2 mutant; percent response, % at 10 µM; 0.35% of 290,000 active; AID 1530, 2009; in the data active means percent response above about 24%, passing the limit was not always enough; further: inactives centre near 1; some results filed as inactive read as strong as hits; reference of the scale not given here
FID counter = compounds displacing fluorescent DNA intercalator, primary screen, artefact control for HCV NS3 helicase inhibitor project, biochemical, FID fluorescence; DNA fluorescent intercalator displacement; inhibition, % at 7.9 µM; 0.17% of 290,000 active; AID 1845, 2009; in the data active means inhibition above about 37%;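 further: 0% = vehicle and 100% = reference compound; higher means more ethidium bromide displaced from hairpin DNA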
GalR3 antagonist = GalR3 antagonists in HEK293 cells, primary screen, cell-based, fluorescence readout. HEK293 GalR3-CNG cAMP membrane potential fluorescence; galR3 body fused to GalR1 C-terminus. inhibition, % at 3 µM. 0.44% of 360,000 active. AID 651719, 2012;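 active means inhibition above the screen-wide average plus 3 SD, cut at about 13% in these data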;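 further: forskolin and galanin both at EC90 stimulate the cells; cAMP rise reported by CNG channel membrane potential dye signal; 0% = forskolin plus galanin with DMSO and 100% = forskolin alone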
Target sequence (O60755 1-299 limits assumed): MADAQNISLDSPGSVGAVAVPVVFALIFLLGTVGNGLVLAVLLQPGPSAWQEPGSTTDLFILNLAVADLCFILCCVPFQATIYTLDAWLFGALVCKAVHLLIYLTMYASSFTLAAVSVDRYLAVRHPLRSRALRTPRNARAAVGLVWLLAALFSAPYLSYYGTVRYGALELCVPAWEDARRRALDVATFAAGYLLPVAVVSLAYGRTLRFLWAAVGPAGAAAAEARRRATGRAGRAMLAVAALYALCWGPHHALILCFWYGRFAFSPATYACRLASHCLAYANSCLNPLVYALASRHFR
MEKK3 PB1 HTS = modulators of MEKK3-MEK5 PB1 binding, primary screen, biochemical, wildtype MEKK3, multiplex bead flow cytometry, Alexa488-MEK5 | bead-based flow cytometry, Alexa488-MEK5 binding to MEKK3; actives lie on both sides; 0 = blocked by unlabeled MEK5, 100 = vehicle | binding response (% of control), % at 10 µM | Mitogen-activated protein kinase kinase kinase 3 (Homo sapiens), Q99759 | 1.4% of 290,000 active | AID 1529, 2009;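 active means binding response more than 3 SD above or below the average of its plate-row segment, actives on both sides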;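 further: Alexa488 bead fluorescence after subtracting the streptavidin-only scavenger bead signal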
Target sequence (Q99759 whole entry, looked up): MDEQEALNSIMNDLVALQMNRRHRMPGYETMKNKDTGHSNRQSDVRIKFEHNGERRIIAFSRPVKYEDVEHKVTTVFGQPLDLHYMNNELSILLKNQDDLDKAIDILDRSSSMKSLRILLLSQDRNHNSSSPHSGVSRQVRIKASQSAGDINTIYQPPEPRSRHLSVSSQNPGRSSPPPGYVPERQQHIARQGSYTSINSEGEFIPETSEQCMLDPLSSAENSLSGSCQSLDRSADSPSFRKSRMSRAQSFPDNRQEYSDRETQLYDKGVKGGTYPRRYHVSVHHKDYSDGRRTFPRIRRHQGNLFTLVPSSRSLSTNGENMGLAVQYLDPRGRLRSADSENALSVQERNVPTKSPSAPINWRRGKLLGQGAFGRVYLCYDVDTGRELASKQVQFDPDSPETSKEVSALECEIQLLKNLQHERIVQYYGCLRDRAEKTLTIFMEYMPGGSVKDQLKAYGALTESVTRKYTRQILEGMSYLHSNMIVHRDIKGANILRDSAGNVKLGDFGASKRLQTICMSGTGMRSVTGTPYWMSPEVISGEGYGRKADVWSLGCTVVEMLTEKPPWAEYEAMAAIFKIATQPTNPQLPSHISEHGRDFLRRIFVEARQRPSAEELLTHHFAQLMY
MEKK2 WT-MEK5 = modulators of MEK5 binding to wildtype MEKK2, primary screen, biochemical, multiplex bead flow cytometry, Alexa488-MEK5; Mitogen-activated protein kinase kinase kinase 2 (Homo sapiens), Q9Y2U5; Alexa488-MEK5 binding to MEKK2 WT; actives lie on both sides; binding response (% of control), % at 10 µM; 1.1% of 290,000 active; AID 1531, 2009; in the data active means binding response below about 67% or above about 130%
* = called active by the depositor; / = no result given. An excerpt; count on the stated rates, not on these rows.

SMILES	HCV NS3 hel inh	CRFR2-BP ag	CRFBP-R2 block	UBC9 SUMO inh	MEKK2 mut-MEK5	FID counter	GalR3 antagonist	MEKK3 PB1 HTS	MEKK2 WT-MEK5
C#CCn1c(CCNC(=O)c2ccco2)nc2ccccc21	8.9	-0.7	4.3	-6.1	-4.0	-13.1	-9.1	102.0	102.0
O=c1[nH]c(=S)c2c(n1-c1ccccc1)CCC2	8.0	0.9	2.6	-0.8	-2.0	-6.0	-7.6	96.0	96.0
CC(=O)c1cccc(S(=O)(=O)N(Cc2cc3cc4c(cc3[nH]c2=O)OCCO4)CC2CCCO2)c1 (stereo unspecified)	7.8	1.0	-0.9	13.4	0.0	0.7	0.2	103.0	102.0
CCOC(=O)N1CCN(C(=O)C(C)c2ccc([N+](=O)[O-])cc2)CC1 (stereo unspecified)	6.2	5.2	35.0	5.3	7.0	-3.4	-9.4	102.0	106.0
COc1ccc(-c2csc(C)n2)cc1OC	4.0	-2.8	-6.6	2.6	-11.0	1.3	-3.8	85.0	88.0
CCC(C)C(NC(=O)c1ccc(Cl)cc1)C(=O)O (stereo unspecified)	-3.5	0.9	3.1	20.8	6.0	2.7	-3.5	99.0	102.0
COc1ccc(OC)c(S(=O)(=O)N2CCC(C(=O)NC3CCCCC3)CC2)c1	2.1	0.1	9.1	-5.3	-16.0	-26.1	-8.7	93.0	90.0
CCC(C)C(NC(=O)OC(C)(C)C)C(=O)NC(C(=O)N1CCCC1C(N)=O)C(C)CC (stereo unspecified)	7.8	1.2	-7.8	-7.3	5.0	-14.7	-2.7	109.0	108.0
Cc1cnc(C(=O)Nc2ccc(S(=O)(=O)NCC(C)C)cc2)cn1	3.3	-0.5	0.8	20.1	3.0	-12.1	-5.8	102.0	100.0
O=S(=O)(c1ccc(-c2ccccc2)cc1)N1CCCCC1	-2.6	1.6	-2.6	-10.3	3.0	-14.5	-9.9	96.0	97.0
O=C(O)c1ccc2c(c1)C(=O)N(c1ccccc1-c1ccccc1)C2=O	1.1	-1.2	-7.7	-8.0	1.0	-25.4	1.7	104.0	103.0
O=C(c1ccc(=O)[nH]c1)N1CCCc2ccccc21	-8.7	0.1	-4.4	6.9	0.0	-5.9	-9.3	99.0	101.0
CCOc1ccc(NC(=O)CN2C(=O)COc3ccc(S(=O)(=O)N4CCCCC4)cc32)cc1	-7.4	-3.8	2.8	/	-7.0	-21.9	-6.6	100.0	97.0
NS(=O)(=O)c1ccc(NC(=O)CSc2nc3ccccc3[nH]2)cc1	0.8	1.0	1.0	1.0	0.0	0.2	-4.9	115.0	108.0
CCCOc1ccccc1/C=N/Nc1ccnc(=O)[nH]1	-5.1	-0.2	-12.5	20.5	5.0	-16.1	4.9	96.0	96.0
CCOC(=O)[C@H]1[C@H]2COc3cc(OC)ccc3[C@@H]2N2C(=O)N(c3ccc(Cl)cc3)C(=O)[C@@]12C	-41.0	5.1	0.4	5.9	-5.0	-23.3	/	107.0	96.0
CCOC(=O)Nc1ccc2nc(N3CCCCCC3)sc2c1	-4.3	-2.5	6.9	15.1	8.0	-28.4	-13.3	87.0	75.0
NC(=O)CSc1c[nH]c2ccccc12	-0.1	1.2	-55.7	5.5	-6.0	5.6	-3.1	102.0	99.0
O=C(Nc1nc2ccccc2[nH]1)c1cccc(S(=O)(=O)N2CCOCC2)c1	-1.3	5.7	5.4	6.2	-2.0	-2.3	-1.7	96.0	103.0
CCCC(=O)Nc1ccc(Cl)c(NC(=O)c2ccc([N+](=O)[O-])cc2Cl)c1	-1.9	-2.1	6.7	2.4	-2.0	5.3	0.3	98.0	99.0

Looked up by compound from above:
SMILES	HCV NS3 hel inh	CRFR2-BP ag	CRFBP-R2 block	UBC9 SUMO inh	MEKK2 mut-MEK5	FID counter	GalR3 antagonist	MEKK3 PB1 HTS	MEKK2 WT-MEK5
CCOC(=O)[C@H]1[C@H]2COc3cc(OC)ccc3[C@@H]2N2C(=O)N(c3ccc(Cl)cc3)C(=O)[C@@]12C	-41.0	5.1	0.4	5.9	-5.0	-23.3	/	107.0	96.0
CCCC(=O)Nc1ccc(Cl)c(NC(=O)c2ccc([N+](=O)[O-])cc2Cl)c1	-1.9	-2.1	6.7	2.4	-2.0	5.3	0.3	98.0	99.0
CCOc1ccc(NC(=O)CN2C(=O)COc3ccc(S(=O)(=O)N4CCCCC4)cc32)cc1	-7.4	-3.8	2.8	/	-7.0	-21.9	-6.6	100.0	97.0
CCC(C)C(NC(=O)OC(C)(C)C)C(=O)NC(C(=O)N1CCCC1C(N)=O)C(C)CC (stereo unspecified)	7.8	1.2	-7.8	-7.3	5.0	-14.7	-2.7	109.0	108.0

The list goes on:
SMILES	HCV NS3 hel inh	CRFR2-BP ag	CRFBP-R2 block	UBC9 SUMO inh	MEKK2 mut-MEK5	FID counter	GalR3 antagonist	MEKK3 PB1 HTS	MEKK2 WT-MEK5
CSCC[C@H](NC(=O)OC(C)(C)C)C(=O)NCC1CCC(C(=O)N[C@@H](Cc2ccccc2)C(=O)O)CC1 (stereo partly specified)	-14.1	0.5	9.3	1.4	3.0	-43.7	-1.2	103.0	105.0
O=C(CNC(=O)C1CCCCC1)NC1=NCCS1	2.7	1.1	3.2	30.9	-3.0	-2.6	-3.0	89.0	93.0
Cc1cccc(NC(=O)c2ccc(NC(C)c3ccccc3)c([N+](=O)[O-])c2)n1 (stereo unspecified)	6.5	0.5	-14.6	-19.1	1.0	-0.9	-5.0	98.0	104.0
O=C1CCN1C1(C(=O)NC2CCCCC2)CCCC1	-4.9	-3.8	5.1	-8.1	-2.0	-5.1	-2.2	104.0	104.0
CCOc1ccc(-c2nnc3ccc(SCC(=O)Nc4nc5ccccc5s4)nn23)cc1	-2.9	1.2	-30.0	0.8	-1.0	-2.4	-4.4	126.0	97.0
CCOc1ccccc1-n1c(SCC(=O)N2CCCC2)nnc1-c1ccc(O)cc1	-10.2	-0.1	16.3	-3.9	5.0	-26.1	-0.7	105.0	105.0
Cn1c(COc2ccc3ccccc3c2)nnc1SCC(=O)OC1CCCCC1	-4.0	4.1	-6.7	-15.8	2.0	-36.6	-6.0	106.0	98.0
COc1ccc(C/C(C)=N/NC(=O)c2ccc(C)cc2C)cc1	9.3	0.3	-3.4	6.9	-1.0	-2.6	-3.5	105.0	106.0
Cc1cccc(CCNC(=O)C2CCN(S(=O)(=O)N3CCOCC3)CC2)c1	-4.6	-0.1	0.9	6.0	2.0	-21.3	-4.8	101.0	98.0
O=C(Nc1ccccc1C(=O)N1CCOCC1)c1cccnc1	-6.6	-0.5	9.5	8.8	3.0	-18.8	4.3	102.0	103.0
COc1cc(C2Nc3ccccc3NC3=C2C(=O)CC(c2ccc(OC)c(OC)c2)C3)ccc1O (stereo unspecified)	8.5	-0.8	-6.4	17.2	-2.0	-11.8	6.1	96.0	97.0
COC(=O)c1ccc(-c2ccc(C(=O)N3CCCN(C)CC3)cc2)cc1	2.8	/	/	21.1	2.0	0.7	/	103.0	102.0
COC(=O)CCC(=O)c1oc2ccc(OC)cc2c1N	-6.9	-0.6	3.0	26.2	1.0	-6.9	-1.8	99.0	105.0
COc1cccc(N2CCN(C(=O)c3cc4c(=O)n(Cc5ccccc5)ccc4nc3C)CC2)c1	14.4	2.9	-0.4	-7.5	-5.0	-74.8	-0.7	100.0	104.0
O=C(CSc1ccc(-c2ccccc2)nn1)N1CCCc2ccccc21	-4.0	-1.3	13.3	-6.8	-1.0	-29.4	-2.6	91.0	94.0
COc1ccc(/C=c2\sc3nc(=O)c(C)nn3c2=O)c(OC)c1	3.5	2.7	-3.2	12.3	2.0	-18.1	2.4	106.0	104.0
CCC(CC)C(=O)Nc1cccc(C(=O)N2CCOCC2)c1	-1.1	-0.1	0.4	-3.1	-2.0	0.6	-3.6	93.0	93.0
CCOC(=O)C1C(=O)OC(C)(C)C1C(CC)C(=O)c1c(C)cc(C)cc1C (stereo unspecified)	-0.4	-0.2	-1.1	14.7	-9.0	-33.7	-2.9	90.0	91.0
CC(=O)Nc1ccc(S(=O)(=O)NCC(=O)OCC(=O)N2CCCc3ccccc32)cc1	-0.4	-2.0	10.8	7.3	0.0	-8.9	-7.6	97.0	97.0
O=C(Nc1ccc2c(c1)OCO2)c1cc2n(n1)C(C(F)(F)F)CC(c1ccccc1)N2 (stereo unspecified)	-15.9	0.5	6.8	14.2	4.0	-8.1	-6.2	106.0	109.0
COc1ccc(NC(=S)Nc2ccc(S(N)(=O)=O)cc2)c(C)c1	-5.3	-0.9	31.9	17.6	2.0	-1.5	-4.1	99.0	102.0
CCOC(=O)N1CCN(C(=O)Nc2ccc3nc(C)sc3c2)CC1	4.0	0.9	-8.3	15.9	2.0	-10.2	0.2	100.0	107.0
O=c1cc(-c2ccccc2)c2cc3c(cc2[nH]1)OCCO3	3.8	0.3	3.8	-18.8	0.0	-6.0	-7.4	93.0	93.0
CS/C(=C\[N+](=O)[O-])Nc1ccc(Cl)cc1	1.5	-1.1	0.4	8.7	4.0	-6.0	1.3	101.0	100.0
O=C1C(=C2SCCCS2)CC/C1=C\c1ccc(F)cc1	7.9	0.4	-13.6	14.1	2.0	0.8	-1.8	99.0	103.0
CCCCCC1(C)NC(=S)N(c2ccccc2)N1 (stereo unspecified)	3.7	1.4	-4.8	-4.4	3.0	-1.6	-3.8	106.0	101.0
C/C(=N\Nc1ccccn1)c1ccc(C#N)cc1	1.2	-2.8	0.4	4.5	2.0	-3.2	-0.6	101.0	102.0
CCC(Sc1nc(C)cc(C)n1)C(=O)NC1=NN=C(c2ccc(C)cc2)CS1 (stereo unspecified)	-0.8	0.0	-2.9	-49.5	4.0	-25.1	-6.4	100.0	102.0
Cc1cc(-c2n[nH]c(=S)n2/N=C/c2sccc2C)n[nH]1	0.7	-0.7	0.9	-5.3	0.0	-3.4	1.3	148.0*	107.0
CCO/C=C1/C(=O)N(CC)c2ccccc21	2.0	-3.6	-3.0	-2.1	/	-4.2	-4.5	/	/
Cc1ccc(-n2c(=S)[nH]c3c(oc4ccccc43)c2=O)cc1	-6.7	0.3	1.1	-2.8	4.0	2.0	-0.8	99.0	100.0
Cc1cc(C)c(C)c(S(=O)(=O)N2CCC(C(=O)NCC(c3ccccc3)N(C)C)CC2)c1C (stereo unspecified)	-55.9	-0.7	0.3	7.5	8.0	16.9	-11.1	107.0	119.0
c1ccc(CCc2nc(-c3ccccc3)no2)cc1	-1.7	1.4	-28.4	25.3	6.0	-0.8	-5.3	99.0	105.0
C=CCNC(=O)CSc1ccc(Cl)cc1	-0.8	-1.1	1.9	9.1	11.0	0.1	-5.4	104.0	112.0
COc1ccccc1/C=C1\SC(=O)N(CC(=O)N(C)C2CCS(=O)(=O)C2)C1=O (stereo unspecified)	7.0	-0.9	-26.9	15.7	2.0	-24.2	-6.0	104.0	100.0
C/C(N)=C(/C#N)C(=O)COC(=O)c1ccc(NC(N)=O)cc1	-14.9	2.0	-1.0	-1.2	0.0	-1.3	-2.4	97.0	103.0

Compound activity (PubChem BioAssay)
